Source: PubChem (Sanford-Burnham Center for Chemical Genomics)
HT1080 cytotoxicity: cytotoxicity in HT1080 fibrosarcoma cells, cell-based, fluorescence readout (AID 620) | HT1080 viability, fluorescence; higher % means a stronger effect | one-dose cytotoxicity, % at 10 µM; EC50 in µM for titrated hits | 87,000 tested, 0.42% active; in the data active means cytotoxicity above about 50%;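 further: cells exposed to compound overnight then 4 h with Alamar Blue; 0% = vehicle DMSO and 100% = killing control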
Numbers without * were called inactive. This is a subset; rates above refer to the full screens.

`Cc1ccc(-n2c(C)cc3c2CC(C)(C)CC3=O)cc1C` gave HT1080 cytotoxicity -32%.
`COc1ccc(-c2n[nH]c(C)c2-c2cnn(-c3ccccc3)c2)c(O)c1C` gave HT1080 cytotoxicity -3%.
Cc1ccc(Cn2nc(C)c(NC(=O)c3nn(C)cc3Cl)c2C)cc1 was read as HT1080 cytotoxicity -4%.
`CCOC(=O)c1c(C)oc2c1c(C(c1cccnc1)N1CCCCC1)c(O)c1ccccc12` (stereo unspecified) gave HT1080 cytotoxicity 17%.
CCCCCCCCN1C(=O)N(C)C(N(O)C(=O)NC)C1(C)C (stereo unspecified) was read as HT1080 cytotoxicity -8%.
Screening CC(C)=C1SC(N2CCN(c3cccc(C(F)(F)F)c3)CC2)=NC1=O returned HT1080 cytotoxicity -6%.
Screening C=CCNC(=S)NNC(=O)c1ccc(OC(C)C)cc1 returned HT1080 cytotoxicity -2%.
`Cc1nnc(NC(=O)CCC(=O)NCc2cccs2)s1` gave HT1080 cytotoxicity -6%.
Cc1ccc(-c2nnc(SCC#CCOC(=O)c3cccs3)o2)cc1 was read as HT1080 cytotoxicity -12%.
`Cc1cc(C(=O)CSc2nnc(-c3ccc(F)cc3)o2)c(C)n1CC1CCCO1` (stereo unspecified) gave HT1080 cytotoxicity 6%.
`O=C(CSc1nc2cc(Cl)ccc2o1)Nc1ccc(N2CCOCC2)cc1` gave HT1080 cytotoxicity -7%.
`COc1ccccc1N1C(=O)CCC1(C#N)c1ccc(Br)cc1` (stereo unspecified) gave HT1080 cytotoxicity 6%.
Screening CCCC(=O)c1cc2c(cc1NC(=O)c1cccs1)OCCO2 returned HT1080 cytotoxicity -2%.
CC(NC(=O)Cn1c(=O)[nH]c2ccsc2c1=O)C12CC3CC(CC(C3)C1)C2 (stereo unspecified) was read as HT1080 cytotoxicity 7%.
CC(C)c1cccc(C(C)C)c1OCCCCN1CCCC1 was read as HT1080 cytotoxicity -11%.
O=C(NCCCn1ccnc1)c1cc2nc(-c3ccc(Br)cc3)cc(C(F)(F)F)n2n1 was read as HT1080 cytotoxicity -8%.
For C1=C(c2ccccc2)Nc2nnnn2C1c1cccs1 (stereo unspecified) the results were HT1080 cytotoxicity -12%.
`CCn1cnc2cc(NC(=O)c3ccco3)ccc21` gave HT1080 cytotoxicity 1%.
Screening CC1CCN(CCc2nc3cc(NC(=O)NC4CCCCC4)ccc3n2C)CC1 returned HT1080 cytotoxicity -8%.
`CC(C)=C1SC(N2CCCCC2)=NC1=O` gave HT1080 cytotoxicity 4%.
Screening COc1ccc(/C=C2\CCOC2=O)cc1 returned HT1080 cytotoxicity -7%.
For CCOC(=O)CSc1nnc(CSc2nc3sc4c(c3c(=O)[nH]2)CCCC4)n1-c1ccccc1 the results were HT1080 cytotoxicity -11%.
CC(=O)C1=C(O)C(=O)N(CCC(=O)O)C1c1ccc(Cl)cc1Cl (stereo unspecified) was read as HT1080 cytotoxicity 1%.
`O=C(c1ccc(C#CC2(O)CCCCC2)cc1)N1CCN(Cc2ccccc2)CC1` gave HT1080 cytotoxicity -14%.

Fetched one by one from above (6):
`CCn1cnc2cc(NC(=O)c3ccco3)ccc21` gave HT1080 cytotoxicity 1%.
`O=C(c1ccc(C#CC2(O)CCCCC2)cc1)N1CCN(Cc2ccccc2)CC1` gave HT1080 cytotoxicity -14%.
CC(NC(=O)Cn1c(=O)[nH]c2ccsc2c1=O)C12CC3CC(CC(C3)C1)C2 (stereo unspecified) was read as HT1080 cytotoxicity 7%.
Cc1ccc(Cn2nc(C)c(NC(=O)c3nn(C)cc3Cl)c2C)cc1 was read as HT1080 cytotoxicity -4%.
`CC(C)=C1SC(N2CCCCC2)=NC1=O` gave HT1080 cytotoxicity 4%.
CC(=O)C1=C(O)C(=O)N(CCC(=O)O)C1c1ccc(Cl)cc1Cl (stereo unspecified) was read as HT1080 cytotoxicity 1%.

Going on with the list.
For O=C1C=C(Nc2cccc(O)c2)CC(c2ccco2)C1 (stereo unspecified) the results were HT1080 cytotoxicity 8%.
Screening C=CCOC(=O)C1=C(C)NC(SCC(=O)Nc2nccs2)=C(C#N)C1c1ccc(Cl)cc1 (stereo unspecified) returned HT1080 cytotoxicity -9%.
Screening CCOC(=O)C1=C(c2ccccc2)O/C(=C(/C(=O)OC)C(F)(F)F)S1 returned HT1080 cytotoxicity 2%.
Screening CC(C)CN(CC(C)C)C(=O)CC(=O)NC(=O)c1ccc(Cl)cc1 returned HT1080 cytotoxicity 8%.
Screening CC(C)c1nc2ccc(C(=O)O)cc2[nH]1 returned HT1080 cytotoxicity 1%.
For O=C(NCCCN=C1NS(=O)(=O)c2ccccc21)c1ccc(S(=O)(=O)N2CCOCC2)cc1 the results were HT1080 cytotoxicity 4%.
`COc1ccc(C)cc1S(=O)(=O)N(C)CC(=O)N1CCN(C)CC1` gave HT1080 cytotoxicity -2%.
For CCOc1ccc2nc(NCCCNS(=O)(=O)c3ccc(F)cc3)c(C#N)cc2c1 the results were HT1080 cytotoxicity -3%.
Screening CCSc1ccc(NC(=O)c2cccnc2)cc1 returned HT1080 cytotoxicity 1%.
Screening Cc1ccc(S(=O)(=O)c2ccccc2)cc1S(=O)(=O)N1CCOCC1 returned HT1080 cytotoxicity -10%.
`CC(C)(C)c1cc(=O)n2c(nc3ccccc32)[nH]1` gave HT1080 cytotoxicity 17%.
`Cc1nc(=S)c2ccccc2[nH]1` gave HT1080 cytotoxicity 0%.
Screening CCOC(=O)c1c(NC(=O)c2cccs2)sc(CC)c1-c1cccs1 returned HT1080 cytotoxicity -11%.
For COC(=O)c1c(NC(=O)c2c(-c3ccccc3Cl)noc2C)sc2c1CCC2 the results were HT1080 cytotoxicity -4%.
`O=C(CCSc1ccccc1)Nc1nc2c(s1)CCCC2` gave HT1080 cytotoxicity 2%.
For CCN1CCN(S(=O)(=O)c2ccc3c(c2)OCCO3)CC1 the results were HT1080 cytotoxicity 0%.
NC(=O)COc1ncn(-c2ccccc2)n1 was read as HT1080 cytotoxicity 16%.
`COCCn1c(SCC(=O)Nc2ccc(Cl)cn2)nc2ccccc21` gave HT1080 cytotoxicity 7%.
For CCCCNC(=O)c1sc(=S)n(-c2ccccc2OC)c1N the results were HT1080 cytotoxicity -10%.
For O=C1Nc2c(c(=O)[nH]c(=O)n2-c2ccccc2)C(C(F)(F)F)(C(F)(F)F)N1 the results were HT1080 cytotoxicity -7%.
COc1ccc(-n2ncc3c(=O)n(CC(=O)N4c5ccccc5CC4C)cnc32)cc1 (stereo unspecified) was read as HT1080 cytotoxicity -2%.
`O=C(O)/C=C/c1ccc2ccccc2n1` gave HT1080 cytotoxicity -2%.
For CN(C)C(=O)CSc1nnc(-c2cnccn2)n1C the results were HT1080 cytotoxicity 4%.
`CCOC(=O)N1CCN(Cc2nc(N)nc(Nc3ccc(C)cc3)n2)CC1` gave HT1080 cytotoxicity -4%.
CC(C)NS(=O)(=O)c1ccc(NC(=O)CCc2ccccc2)cc1 was read as HT1080 cytotoxicity 13%.
FC(F)(F)c1ccc(CN2C[C@@H]3C(c4ccccc4)C4(c5ccccc5)CC3(C4)[C@H]2c2ccccc2)cc1 (stereo partly specified) was read as HT1080 cytotoxicity -4%.
For Cn1c(CSc2nc3ccccc3s2)nnc1SCC(=O)NCc1cccnc1 the results were HT1080 cytotoxicity -6%.
Screening CN(C)S(=O)(=O)c1ccc(-c2cn3ccccc3n2)cc1 returned HT1080 cytotoxicity 4%.
CCN(CC)CCCNc1nc(-c2ccccc2)nc2ccccc12 was read as HT1080 cytotoxicity -3%.
For CCOC(=O)CC1C(=O)NCCN1C(=O)c1c(F)cccc1F (stereo unspecified) the results were HT1080 cytotoxicity 23%.
Screening CN1CC=C2C(C#N)=C(N)C(C#N)(C#N)[C@H](c3cccs3)[C@H]2C1 returned HT1080 cytotoxicity 23%.
For COc1ccc(N2CCN(CCCn3c(=S)[nH]c4ncccc4c3=O)CC2)cc1 the results were HT1080 cytotoxicity -2%.
COc1ccc(N2CCN(CCNC(=O)Nc3ccc(Cl)cc3)CC2)cc1 was read as HT1080 cytotoxicity 10%.
Cc1ccc(S(=O)(=O)N[C@H](C(=O)OCn2nnc3ccccc3c2=O)C(C)C)cc1 was read as HT1080 cytotoxicity -12%.
Screening OC(CNCC1CCCO1)Cn1c2ccc(Cl)cc2c2cc(Cl)ccc21 (stereo unspecified) returned HT1080 cytotoxicity 8%.
Screening N#Cc1ccc(C23CC4(C2)[C@H](CN(Cc2ccc(-c5ccccc5)cc2)[C@@H]4c2ccccc2)C3c2ccc(Cl)nc2)cc1 (stereo partly specified) returned HT1080 cytotoxicity -17%.
O=C(O)c1ccc(CSc2nnc(Cc3ccccc3)o2)cc1 was read as HT1080 cytotoxicity 4%.
Cn1cnc([N+](=O)[O-])c1NC(C)(C)C was read as HT1080 cytotoxicity 9%.
Screening O=C(NCCCCCCNC(=O)C1CCCC1)C1CCCC1 returned HT1080 cytotoxicity -8%.
`CC(=O)CSc1nsc(SCC(C)=O)c1C#N` gave HT1080 cytotoxicity -11%.
`CCc1ccc(NC(=O)c2noc3c2CCc2ccccc2-3)cc1` gave HT1080 cytotoxicity -4%.
Screening Cc1cccc(NC2=Nc3ccccc3N3C2=Nc2c(c(C)nn2-c2ccccc2)C3c2ccc(O)c(O)c2)c1 (stereo unspecified) returned HT1080 cytotoxicity 2%.
CCN(CC)S(=O)(=O)c1ccc(NC(=O)C(C)N(c2ccc(OC)cc2)S(C)(=O)=O)cc1 (stereo unspecified) was read as HT1080 cytotoxicity -7%.
CCCCc1c(C)c(C#N)c2[nH]c3ccccc3n2c1=O was read as HT1080 cytotoxicity -10%.
Cc1ccc(NS(=O)(=O)c2ccccc2Cl)c2c1CC(C)(C)O2 was read as HT1080 cytotoxicity 62%*.
`O=C(c1cc2sccc2n1Cc1ccc(F)cc1)N1CCN(c2nc3ccccc3s2)CC1` gave HT1080 cytotoxicity 9%.
O=C(CSc1nnc(-c2cccs2)n1-c1cccc(Cl)c1)c1cccc2c1OCCO2 was read as HT1080 cytotoxicity -8%.
For Cc1ccccc1C(=O)Nc1cccc(C#N)c1 the results were HT1080 cytotoxicity 0%.
For CCC(=O)NC(c1cccc([N+](=O)[O-])c1)c1c(OC(C)=O)ccc2ccccc12 (stereo unspecified) the results were HT1080 cytotoxicity 6%.
Screening Cn1nc(-c2ccc(OCC(N)=O)cc2)c2ccccc2c1=O returned HT1080 cytotoxicity -3%.
`CN(CC(=O)NCc1ccncc1)S(=O)(=O)c1ccccc1` gave HT1080 cytotoxicity 10%.
Screening C[C@H](CO)NC(=O)[C@H](C)[C@@H]1C[C@@]1(C)[C@@H](NC(=O)OCc1ccccc1)c1ccccc1 returned HT1080 cytotoxicity -9%.
`Cc1ccccc1C(=O)NCc1nnc(SCC(=O)N2CCN(c3ccccc3)CC2)n1C` gave HT1080 cytotoxicity 6%.
For CC1(C)OC(c2ccccc2)=C/C(=C/C=Nc2ccccc2)O1 the results were HT1080 cytotoxicity 2%.
For Cc1ccc2nc(SCC(=O)N3CCOCC3)[nH]c2c1 the results were HT1080 cytotoxicity -2%.
For CC(=O)Nc1sc2c(c1C(c1ccccc1)N1CCOCC1)CCCC2 (stereo unspecified) the results were HT1080 cytotoxicity -3%.
Screening OC(COCCC12CC3CC(CC(C3)C1)C2)CN1CCCCC1 (stereo unspecified) returned HT1080 cytotoxicity -1%.
Screening O=C(CCC(=O)c1cccs1)Nc1ccc(F)c(F)c1F returned HT1080 cytotoxicity 8%.
COc1cccc(/C=N/NC(=O)CC2C(=O)NN=C2C)c1O (stereo unspecified) was read as HT1080 cytotoxicity -2%.
Screening Cc1cc(C(c2ccc(C)o2)c2ccc(C)o2)c(O)c([N+](=O)[O-])c1 returned HT1080 cytotoxicity -2%.
Screening CCOC(=O)N1CCC(NC(=O)C2CCN(C(=O)N3CC(C)Oc4ccccc43)CC2)CC1 (stereo unspecified) returned HT1080 cytotoxicity 7%.
`Cc1cc(C(=O)CSc2nc(N)cc(=O)[nH]2)c(C)n1CCc1ccc(F)cc1` gave HT1080 cytotoxicity -7%.
For COCCNC(=O)c1cc2oc3ccccc3c2n1C the results were HT1080 cytotoxicity -9%.
`COc1ccc(OC(=O)Nc2ccccc2)cc1` gave HT1080 cytotoxicity 16%.
O=C(NCCCN1CCc2ccccc2C1)Nc1ccc(Br)cc1 was read as HT1080 cytotoxicity 11%.
COC(=O)C1CCN(CC(=O)Nc2sc3c(c2C#N)CCC3)CC1 was read as HT1080 cytotoxicity 1%.
`CCOC(=O)C(C)Oc1c(Br)cc(C2NC(=O)NC(C)=C2C(C)=O)cc1OCC` (stereo unspecified) gave HT1080 cytotoxicity 6%.
`CCN1CCN(CCNC(=O)CSCc2nc(-c3ccc(OC)c(OC)c3)oc2C)CC1` gave HT1080 cytotoxicity -16%.
`CN(C)S(=O)(=O)c1c(Cl)cccc1Cl` gave HT1080 cytotoxicity -6%.
For COC(=O)CCCCCN1C(=O)NC(c2ccc(-c3ccccc3)cc2)C(C(=O)OCc2ccccc2)=C1C (stereo unspecified) the results were HT1080 cytotoxicity -23%.
CCCCOP(=O)(OCCCC)C1(NS(=O)(=O)c2ccccc2)C=CC(=O)c2ccccc21 (stereo unspecified) was read as HT1080 cytotoxicity 26%.
O=c1c2c3c(sc2ncn1/N=C/c1ccccc1)CCCC3 was read as HT1080 cytotoxicity 5%.

By substructure, the entries above with a tert-butyl group (2)
`CC(C)(C)c1cc(=O)n2c(nc3ccccc32)[nH]1` gave HT1080 cytotoxicity 17%.
Cn1cnc([N+](=O)[O-])c1NC(C)(C)C was read as HT1080 cytotoxicity 9%.

Other compounds.
For COc1ccc(Nc2nc(N3CCCCC3)nc3ccccc23)c(OC)c1 the results were HT1080 cytotoxicity -2%.
`Cc1ccccc1SCC(=O)Nc1cccc(C#N)c1` gave HT1080 cytotoxicity -9%.
`COC(=O)c1ccc(C23CC4(C2)[C@H](CN(Cc2cccnc2)[C@@H]4c2ccccc2)C3c2ccccc2)cc1` (stereo partly specified) gave HT1080 cytotoxicity -15%.
Screening COc1cccc(CNC(=O)c2nnn(-c3ccc(OC(F)(F)F)cc3)c2N)c1 returned HT1080 cytotoxicity 4%.
